High-throughput results (PubChem BioAssay)
GLP1R ag = activates the human GLP-1 receptor. actives 0.007% (n = 380,000). HEK293 GLP-1R CRE-luciferase, luminescence, 4-6 h; cells express a hypersensitive GLP-1R form. P43220. AID 624172. Potency, µM (top dose mostly 45.6 µM), inactives show at the top dose activation, actives largely listed as activators; note: potency is the fitted concentration of half-maximal effect; % of control where 0% means no effect
GLP1R cytotox = cytotoxicity counter-screen for GLP-1 receptor inverse agonists; HEK293 cAMP-luciferase reporter cells, luminescence, 24 h; Potency, µM (doses to about 38.3 µM), without a hit: top-dose activity change, negative = inhibition, most hits filed as inhibitors; actives 0.13% (n = 410,000); AID 624418;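 note: loss of luciferase light is scored as toxicity; potency is the fitted concentration of half-maximal effect; % is set by controls: 0 for no effect and ±100 for the full control effect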
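To flag toxic compounds, the library was rerun on cells for 24 hr at 37 deg C and 5% CO2. Viability-linked luminescence was captured 12 min after adding luciferase detection reagent.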
EPAC1 agonist = agonists of human EPAC1; actives 0.073% (n = 360,000); EPAC1 agonist qHTS, biochemical assay; response scale: 100% = response to 6.5 mM cAMP; Potency, µM (highest dose often 154 µM), inactives show at the highest dose activation, usual class: activators; O95398; note: potency is the fitted concentration of half-maximal effect; nearly all actives have a fitted effect of over 60% in size
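Read-out is the fluorescence drop as BODIPY-GDP leaves Rap1B (480 nm excitation, 540 nm emission), recorded every 5 minutes over 30 minutes. Reactions held 100 nM EPAC1, 250 nM Rap1B–BODIPY-GDP and 50 uM GDP, with 6.5 mM cAMP setting full activation.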
GLP1R inv ag = acts as inverse agonist at human GLP-1 receptor; actives 1.6% (n = 410,000); AID 624417; HEK293 GLP-1R CRE-luciferase, luminescence, 24 h; GLP-1R form is constitutively active; P43220; Potency, µM (highest dose often 38.3 µM), for inactives: at the top dose activity change, negative = inhibition, usual class: inhibitors; note: potency is the fitted concentration of half-maximal effect; % is set by controls: 0 for no effect and ±100 for the full control effect; nearly all actives have a fitted effect of over 55% in size
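GLP-1R inverse agonism mode: basal reporter luminescence in engineered HEK293 cells measured after one day of compound exposure at 37 deg C, with a 12 min room-temperature detection step.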
PTHR1 agonist = activates the human parathyroid hormone receptor PTHR1 | Q03431 | HEK293 GP2 PTHR1 cells, GloSensor cAMP luminescence, 1 h | Potency, µM (top dose mostly 115 µM), for inactives: top-dose activation, most hits filed as activators | actives 0.075% (n = 410,000) | AID 743266; note: potency is the fitted concentration of half-maximal effect; nearly all actives have a fitted effect of over 55% in size; some results filed as inactive show a strong effect at the top dose; inactives centre near -15; many of its hits are not listed in these tables
Target sequence (Q03431 whole entry, looked up): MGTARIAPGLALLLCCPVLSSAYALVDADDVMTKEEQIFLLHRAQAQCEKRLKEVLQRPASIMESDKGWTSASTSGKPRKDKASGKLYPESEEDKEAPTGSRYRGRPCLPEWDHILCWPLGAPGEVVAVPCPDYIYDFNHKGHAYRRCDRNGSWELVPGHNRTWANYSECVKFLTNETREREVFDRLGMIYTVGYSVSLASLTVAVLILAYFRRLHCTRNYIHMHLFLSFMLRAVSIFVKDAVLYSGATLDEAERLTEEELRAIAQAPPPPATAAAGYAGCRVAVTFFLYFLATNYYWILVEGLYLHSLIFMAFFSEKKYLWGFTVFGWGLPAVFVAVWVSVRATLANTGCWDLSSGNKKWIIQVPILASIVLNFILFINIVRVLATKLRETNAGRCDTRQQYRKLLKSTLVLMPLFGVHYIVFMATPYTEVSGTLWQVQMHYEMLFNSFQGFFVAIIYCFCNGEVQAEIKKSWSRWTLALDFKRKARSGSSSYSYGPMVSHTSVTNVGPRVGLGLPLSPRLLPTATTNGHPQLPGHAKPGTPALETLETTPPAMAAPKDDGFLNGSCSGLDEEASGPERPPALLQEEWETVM
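HEK-293-derived GP2 cells expressing PTHR1 and a GloSensor cAMP reporter, 3,000/well, plated overnight, given luciferin plus IBMX (each 0.5 mM as added) for 1 h at 37 °C, then compound for 1 h at 37 °C. Luminescence was read after 15 min at room temperature.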
IL2 activator = activators of IL-2; IL-2 activation reporter assay, cell-based qHTS; stimulated with anti-CD3/CD4/CD28 beads; in transgenic mouse T cells; activation, % (series mostly up to about 46 µM); AID 652025; actives 0.065% (n = 360,000); in the data active = activation above about 50%; inconclusive = mostly about 30% to 49%; note: 0% is about no effect
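Unstimulated transgenic mouse T cells, 750 per well, received compound and, after 60 minutes, anti-CD3/anti-CD4 bead plus anti-CD28 stimulation. EGFP and DsRed were quantified after 18 hours.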
PI5P4K alpha inh = blocks human PI5P4K alpha kinase activity | P48426 | PI5P4Kalpha enzyme, ADP-Glo luminescence, 60 min; active compounds read low | max response, % | actives 1.2% (n = 330,000); active = max response of -50% or lower; inconclusive = between -30% and -50%; inactive = -30% or higher; note: value at the top dose of about 77 µM; % is set by controls: 0 for no effect and ±100 for the full control effect
Target sequence (P48426 whole entry, looked up): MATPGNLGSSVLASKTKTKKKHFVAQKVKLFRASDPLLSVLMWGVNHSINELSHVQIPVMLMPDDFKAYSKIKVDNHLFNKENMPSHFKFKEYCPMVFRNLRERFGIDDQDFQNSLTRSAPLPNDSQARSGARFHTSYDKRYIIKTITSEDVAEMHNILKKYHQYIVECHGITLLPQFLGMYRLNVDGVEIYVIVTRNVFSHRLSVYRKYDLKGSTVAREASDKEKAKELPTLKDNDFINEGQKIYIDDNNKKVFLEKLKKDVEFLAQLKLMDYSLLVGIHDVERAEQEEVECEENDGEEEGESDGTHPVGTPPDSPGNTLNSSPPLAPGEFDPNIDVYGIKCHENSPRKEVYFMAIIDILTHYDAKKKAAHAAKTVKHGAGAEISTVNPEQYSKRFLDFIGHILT
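Enzyme plus substrate dispensed, test compounds pinned in, then ATP (5 microM final) added. After 60 min at RT, ADP-Glo reagent 1 for 45 min and reagent 2 for 30 min preceded luminescence imaging.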
EPAC1 antag = EPAC1 (human) antagonism. O95398. EPAC1 GEF assay, Rap1b-BODIPY-GDP exchange fluorescence. Potency, µM (series often up to 115 µM), inactives show top-dose activity change, negative = inhibition, most hits filed as inhibitors. actives 0.14% (n = 360,000). AID 720709;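 note: potency is the fitted concentration of half-maximal effect; plate controls were vehicle for no effect and positive control for full effect; nearly all actives have a fitted effect of over 50% in size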
PLK1 PBD inh = PLK1 (human) polo-box domain binding inhibition | Plk1 PBD binding of FITC phosphopeptide, fluorescence polarization | Potency, µM, inactives show max response, negative = inhibition, most hits filed as inhibitors | P53350 | actives 2.8% (n = 360,000) | AID 720504; note: potency is the fitted concentration of half-maximal effect; series mostly up to about 57 µM; % is set by controls: 0 for no effect and ±100 for the full control effect; nearly all actives have a fitted effect of over 65% in size
* marks the source's active call; other numbers are inactive results; i = inactive; u = inconclusive; x = not tested or not shown; [ ] = another dose, or the depositor's remark. Unless noted, calls come from the whole dose curve; as a rule, active = well fitted curve in the direction sought with a large enough effect; inconclusive = small, poorly fitted or top-dose-only effect, or another doubt; inactive = no such curve, though single readings can be large; an effect the other way counts as inactive or inconclusive. An excerpt. The share of hits here may be higher or lower than overall.

Value order: GLP1R ag	GLP1R cytotox	EPAC1 agonist	GLP1R inv ag	PTHR1 agonist	IL2 activator	PI5P4K alpha inh	EPAC1 antag	PLK1 PBD inh
> CN(CCO)CCC(=O)NC1(C)CS(=O)(=O)CC1S(=O)(=O)O (stereo not drawn)
    -4%	20%	3%	-3%	-31%[inhibitor]	-3.1	3	-2%	-4%
> CCN(CC)c1ccc(/C=N/Nc2cccc(C)c2)c(O)c1
    -11%	-26%	2%	u	i	0.1	-2	1%	u
> NS(=O)(=O)c1ccc(CNC(=O)CCCSc2ccccc2)cc1
    5%	-1%	3%	8%	i	-3.9	-8	1%	30µM*
> Cc1cccc(NC(=O)CNC(=O)Cn2ncc(Cl)c(Cl)c2=O)c1C
    -16%	u	11%	u	-44%[inhibitor]	-6.2	u	-4%	u
> O=C(CSC1=NCCN1)Nc1cccc(C(F)(F)F)c1
    0%	-1%[7.66 µM]	8%	-19%[7.66 µM]	i	-1.2	0	-16%	-2%
> COC(=O)c1ccc(C2c3[nH]c4ccccc4c3C[C@H]3C(=O)N(C)CC(=O)N23)cc1 (stereo partly drawn)
    19%	7%	6%	-12%	i	-0.3	0	-21%	-4%
> O=C(O)c1ccc(F)c(S(=O)(=O)Nc2ccccc2Cl)c1
    -16%	6%	5%	15%	i	0.4	x	-1%	-5%
> Cc1cc(=O)oc2cc(OC(C)C(=O)N3CCOCC3)ccc12 (stereo not drawn)
    -7%	8%	12%	6%	i	0.5	x	7%	-10%
> COc1ccc(NC(=O)C(=O)NCCCn2ccnc2)cc1
    0%	5%	10%	3%	i	-2.7	4	14%	-8%
> CCOC(=O)N1CCN(S(=O)(=O)c2ccc(C(=O)Nc3ccc4c(c3)C(=O)NC4=O)cc2)CC1
    -6%	19%	-5%	4%	i	-0.7	-4	14%	-11%
> Cn1c(N)c(C(=O)Nc2ccccc2)c(=O)[nH]c1=O
    7%	6%	9%	24%	i	2.2	-1	-2%	-2%
> O=C(COC(=O)c1ccc(S(=O)(=O)NCc2ccco2)cc1)NC1CCCCCC1
    8%	-25%	-7%	u	i	-3.3	x	5%	-15%
> CC(=O)Nn1cc2c(c1-c1ccccc1)c(=O)n(C)c(=O)n2C
    3%	9%	6%	-7%	-6%[57.5 µM]	-2.1	x	1%	-2%
> Cc1ccc2c(c1)C1CN(C)CCC1N2C(=S)Nc1ccc(Cl)cc1Cl (stereo not drawn)
    -1%	11%	10%	u	-11%	-1.3	5	0%	-12%
> C[C@H]1CN([C@@H](C)CO)C(=O)CCCn2nncc2CO[C@H]1CN(C)C(=O)Nc1ccc2c(c1)OCO2
    -4%	2%	9%	4%	i	-1.1	8	-18%	-6%
> COc1ccc(S(=O)(=O)Nc2cc(Cl)ccc2-n2cncn2)cc1
    -8%	-6%	-2%	-26%	-3%	0.3	0	-11%	1%
> Cc1ccc2c(c1)c1c(c(=O)n(-c3ccccc3)c(=O)n1CC(=O)c1ccc(F)cc1)n2C
    1%	4%	x	19%	-20%	x	x	x	x
> CN(C=C1C(=O)CC(C)(C)CC1=O)CCN1CCNCC1
    -3%	-5%	1%	4%	i	1.2	-2	11%	-4%
> O=C1CCC(C(=O)N2CCOCC2)CN1Cc1ccc(Cl)cc1 (stereo not drawn)
    -1%	-2%	13%	2%	i	-2.2	-2	-22%	-11%
> O=C(NNC(=O)c1cc(-c2ccc(Cl)cc2Cl)nc2ccccc12)Nc1ccccc1
    -20%	9%	0%	2.8µM*	-26%	-2.2	-20	12%	-2%
> Cc1cccc(CSCC(=O)N2CCN(S(=O)(=O)c3ccccc3C#N)CC2)c1
    -5%	-4%	6%	-3%	-18%	-4.4	2	-1%	-2%
> O=C(c1ccc(Cl)cc1)N1CCN(CCOc2ccccc2)CC1
    15%	-7%	-6%	11µM*	-17%	-0.3	5	-17%	-2%
> C/C(CC(=O)Nc1ccc2c(c1)OCO2)=N\NC(=O)c1ccccc1N
    9%	0%	1%	-2%	i	-1.7	-3	-1%	9%
> Cc1coc2c(C)c3oc(=O)c(CCC(=O)N4C[C@H]5C[C@@H](C4)c4cccc(=O)n4C5)c(C)c3cc12
    9%	4%	-16%	14%	-29%	-0.2	5	1%	0%
> Cc1ccc(S(=O)(=O)N(C)CC(=O)NCCc2c[nH]c3ccccc23)cc1
    4%	2%	4%	u	i	2.2	-4	-11%	-1%
> CCCCSCc1[nH]c(=O)[nH]c1C(=O)CCCCC(=O)OCC
    21%	68%[activator]	-2%	11%	-14%[57.5 µM]	-0.8	7	-5%	-25%
> CCCCCCCC(=O)N/N=C/c1ccc([N+](=O)[O-])o1
    17%	1%	-11%	u	-25%	-0.4	1	-8%	-3%
> COc1ccc(-c2cn[nH]c2-c2ccc(OCC(=O)NN)cc2O)cc1OC
    17%	3%	-2%	3%	i	-3.8	12	-10%	3%
> COc1ccc(-c2cc(C(=O)NCc3cccs3)no2)cc1
    -1%	1%	9%	4%	i	0.8	8	3%	1%
> Cc1nn(-c2ccc(N3CCOCC3)nn2)c(C)c1CCC(=O)Nc1ccc(F)cc1
    4%	4%	-13%	4%	i	1.2	-7	-3%	4%
> CN(C)C(=O)C12CCC(C)(C(=O)C1Br)C2(C)C (stereo not drawn)
    -1%	5%	-17%	8%	-73%[inhibitor]	-2.3	7	-12%	-19%
> COc1ccc(S(=O)(=O)N(C)CC(=O)NCCN2CCOCC2)cc1C
    1%	0%	-7%	0%	18%	-0.6	-2	8%	0%
> CCn1c(CC(=O)Nc2ccc(F)cc2)nnc1SCC(=O)Nc1nnc(C)s1
    -1%	5%	-6%	10%	i	-0.2	4	-2%	2%
> CCOc1cc(C=O)ccc1OCCSc1ccc(Cl)cc1
    10%	1%	22%	-7%	-16%[57.5 µM]	-1.4	x	-5%	-11%
> Nc1c(C(=O)c2ccccc2)sc2nsc(SCCN3CCCC3)c12
    8%	9%	12%	u	i	-4.8	2	11%	4%
> COc1ccccc1Nc1nc2nonc2[nH]c1=O
    4%	-1%	6%	10%	-21%	-2.5	-1	-8%	-10%
> COc1ccc(NS(=O)(=O)c2cccc(C(=O)N3CCN(S(=O)(=O)c4ccccc4)CC3)c2)cc1
    -5%	-12%	1%	-1%	-32%[inhibitor]	-0.5	-2	-18%	-3%
> COc1ccccc1C(=O)Nc1nc(N)n(-c2ccccc2)n1
    -1%	0%	-3%	17%	i	-0.5	0	14%	1%
> Cn1cccc1C(=O)OCC(=O)Nc1cc(C(C)(C)C)nn1-c1ccccc1
    7%	-5%	8%	0%	-23%	0.1	x	9%	-2%
> CCOC(=O)CSc1nnc2c(n1)C1(C)CCC2C1(C)C (stereo not drawn)
    -4%	-12%	5%	2%	i	-1.9	2	7%	-5%
> Cc1cccc(C(=O)NCC(=O)NC2CCN(Cc3ccccc3)CC2)c1
    -3%	-3%	1%	-2%	i	-5.5	-5	-8%	-4%
> COc1ccc(NC(=O)c2cccnc2Sc2ccccc2)c(OC)c1
    18%	24%	-2%	92%[activator]	-4%	-1.0	-2	-5%	-8%
> CCC(C)(C)c1ccc(OCCCC[n+]2ccccc2)c(C(C)(C)CC)c1
    -3%	u	4%	u	-37%[inhibitor]	-0.9	5	3%	-12%
> CCCNC(=O)c1cc(S(=O)(=O)N2CCC3(CC2)OCCO3)ccc1F
    0%	2%	5%	-8%	i	-1.9	3	4%	3%
> Cc1ccnc(NCc2cc(Cl)cc(Cl)c2O)c1
    -2%	4%	5%	u	i	-3.2	2	-16%	-1%
> CCCCNC(=S)Nc1cc(S(=O)(=O)N2CCCCC2)ccc1C
    17%	3%	12%	u	i	12	0	u	-9%
> Cc1ccc(CC2S/C(=N/N=C/c3ccco3)NC2=O)cc1 (stereo not drawn)
    2%	9%	1%	2%	-8%	0.5	-3	-29%	-13%
> Cc1oc(-c2ccccc2Cl)nc1CS(=O)CC(=O)NCc1ccc2c(c1)OCO2 (stereo not drawn)
    11%	7%	-1%	-22%	-4%	-0.1	1	2%	-9%
> COC(=O)C1=C(C)N(Cc2ccco2)C(=O)N[C@@H]1c1ccc(Br)cc1
    -2%	-21%	-3%	15%	3%	4.4	0	-23%	-8%
> COc1ccc(N2CCN(C(=O)CC(NC(N)=O)c3cccc(Oc4ccccc4)c3)CC2)cc1 (stereo not drawn)
    4%	-9%	1%	-42%	i	-1.8	0	-3%	-13%
> Cc1ccnc(NCc2cc(Cl)ccc2O)c1
    19%	7%	-3%	u	i	0.2	-8	5%	1%
> CC1=C(C(=O)N(C(C)C)C(C)C)CC(CC(=O)NC2CCCCC2)C(=O)N1Cc1ccccc1 (stereo not drawn)
    13%	-15%	-11%	u	-17%	1.2	3	-22%	-10%
> Cc1ccc(C(=O)CCC(=O)OCC(=O)N(C)c2c(N)n(Cc3ccccc3)c(=O)[nH]c2=O)cc1
    0%	-24%	4%	-16%	i	-3.2	-3	9%	2%
> Cc1cccc(C)c1NC(=O)CN(C)C(=O)C1CC1C (stereo not drawn)
    -2%	-21%	6%	-5%	i	0.2	4	-8%	6%
> O=C(CNc1ccc2ccccc2c1)N/N=C/C=C/c1cccc([N+](=O)[O-])c1
    -3%	-26%	-16%	10%	i	0.0	2	-11%	-4%
> CCOC(=O)N1CCN(C(=O)CN(C)S(=O)(=O)c2ccc(Cl)cc2)CC1
    7%	-4%	7%	11%	-10%	0.0	6	4%	-3%

2 entries from above, set out differently.
molecule: Cc1oc(-c2ccccc2Cl)nc1CS(=O)CC(=O)NCc1ccc2c(c1)OCO2 (stereo not drawn)
  GLP1R ag = 11% | GLP1R cytotox = 7% | EPAC1 agonist = -1% | GLP1R inv ag = -22% | PTHR1 agonist = -4% | IL2 activator = -0.1 | PI5P4K alpha inh = 1 | EPAC1 antag = 2% | PLK1 PBD inh = -9%
molecule: COC(=O)C1=C(C)N(Cc2ccco2)C(=O)N[C@@H]1c1ccc(Br)cc1
  GLP1R ag = -2% | GLP1R cytotox = -21% | EPAC1 agonist = -3% | GLP1R inv ag = 15% | PTHR1 agonist = 3% | IL2 activator = 4.4 | PI5P4K alpha inh = 0 | EPAC1 antag = -23% | PLK1 PBD inh = -8%
